H1N1 NS1A inhibition: NS1A inhibition, H1N1 influenza, cell based functional assay (AID 504329); NS1A functional cell-based assay, percent inhibition; higher % means a stronger effect; inhibition, % at 12.5 µM, or IC50 in µM where a hit was titrated; 340,000 compounds, 0.3% hits; in the data active = a potency from the dose series; inconclusive = inhibition above about 27% without an active follow-up result; note: strong numbers were not always called active
Salmonella PhoP GFP: PhoP regulon inhibitors, Salmonella typhi PhoP promoter GFP reporter, confirmatory (AID 1850); 310,000 compounds, 0.33% hits; inhibition, % at 50 µM; hits with a dose series show IC50 in µM; Salmonella Typhi PhoP-promoter GFP reporter, fluorescence, 4 h; higher % means a stronger effect; in the data active = a potency from the dose series; inconclusive = inhibition mostly from about 25% at the one dose, without a potency; inactive = the rest, 99 in 100 with inhibition below about 19%;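 note: 0% = induced wells with vehicle and 100% = uninduced wells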
H37Rv inhibition: M. tuberculosis growth inhibition, HTS (AID 449762) | M. tuberculosis H37Rv growth inhibition, 7H9 media; higher % means a stronger effect | inhibition, % at 25 µM, or IC50 in µM where a hit was titrated | 330,000 compounds, 0.59% hits; in the data active = a potency from the dose series; inconclusive = inhibition above about 70% without an active follow-up result;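 note: bacterial growth assessed after seven days of incubation; strong numbers were not always called active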
M. tuberculosis: growth inhibition of non-replicating M. tuberculosis (AID 488890); 320,000 compounds, 0.39% hits; inhibition, % at 25 µM, or IC50 in µM where a hit was titrated; Mycobacterium tuberculosis non-replicating, growth inhibition; higher % means a stronger effect; in the data active = a potency from the dose series; inconclusive = inhibition mostly from about 82% at the one dose, without a potency; inactive = the rest, 99 in 100 with inhibition below about 76%;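 note: plate controls were DMSO cells for no effect and high antibiotic wells for full effect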
inhibitors of VEEV: inhibitors of VEEV TC-83 cytopathic effect, confirmation, Vero cells (AID 588727); Vero cells, VEEV TC-83 cytopathic effect inhibition; higher % means a stronger effect; inhibition, % at 20 µM, or IC50 in µM where a hit was titrated; 350,000 compounds, 0.13% hits; in the data active = a potency from the dose series; inconclusive = inhibition mostly from about 14% at the one dose, without a potency; inactive = the rest, 99 in 100 with inhibition below about 12%; note: strong numbers were not always called active
inhibitors of VEEV 10K pilot screen: also measured in inhibitors of VEEV; calls as there; inhibition, %; measured here: 10K pilot screen inhibition
Starred values were filed as active, the others as inactive; i = inactive; ? = inconclusive; . = no result given.

SMILES	H1N1 NS1A inhibition	Salmonella PhoP GFP	H37Rv inhibition	M. tuberculosis	inhibitors of VEEV	others
O=C(c1cc(-c2ccccn2)nc2c(Cl)cccc12)N1CCN(C(=O)C2CCCO2)CC1 (centres undefined)	-8%	-6%	-9%	5%	7.3%
O=C(CCNc1ccc(F)cc1)c1ccco1	-5%	2%	?	6.1µM*	3.0%
O=C(c1ccc(Cl)c(S(=O)(=O)N2CCCC2)c1)N1CCN(c2ccccc2F)CC1	-3%	-3%	0%	14%	1.2%
COCOc1ccc(C2CC(=O)c3c(OCOC)cc(OCOC)cc3O2)cc1 (centres undefined)	-2%	8%	-9%	33%	3.4%
Cc1cc(=O)n2[nH]c(-c3cccnc3)nc2n1	.	0%	-9%	-2%	.
CC(C)(C)OC(=O)N1CCC[C@H]1C(=O)N/N=C/c1ccc2ncccc2c1	-27%	5%	-14%	-11%	1.2%
COc1ccc(CCNC(=O)COC(=O)c2cncc(Br)c2)cc1OC	-6%	.	1%	0%	1.8%
Cc1ccc(C(=O)CC(c2cccs2)S(=O)(=O)c2ccc(C)cc2)cc1 (centres undefined)	-2%	-6%	-7%	?	3.1%
CCOCCCNC(=O)c1ccc(NC(=O)C2=CSCCO2)cc1	-10%	-14%	10%	11%	2.5%
Cc1ccc(C(c2sc3nc(C)nn3c2O)N2CC(C)OC(C)C2)cc1 (centres undefined)	3%	-4%	-3%	6%	1.4%
O=C(Nc1nnc(C2=COCCO2)o1)C1CCCCC1	-2%	23%	-5%	20%	1.5%
N=c1c(S(=O)(=O)c2ccccc2)cc2c(=O)n3ccccc3nc2n1CC1CCCO1 (centres undefined)	1%	-16%	-5%	-1%	7.0%
CCn1c(SCC(=O)NC(=O)NC(C)(C)C)nc2ccccc21	-5%	4%	-5%	3%	1.3%
O=C(NN=Cc1ccccc1OC(F)F)c1cccc(S(=O)(=O)N2CCCC2)c1	-2%	.	-2%	38%	1.0%
O=C(NCc1ccco1)c1ccc(C(=O)NCc2ccco2)s1	16%	5%	-4%	6%	2.0%
Nc1nnc(Cc2ccc(Cl)cc2)s1	0%	9%	6%	6%	0.8%
Cc1cc(N2C(=O)C3CCCN3C2c2sccc2C)no1 (centres undefined)	2%	5%	2%	-1%	i
CCOc1ccccc1NC(=O)COC(=O)c1cc(C(=O)OC)cc([N+](=O)[O-])c1	-4%	-9%	2%	-5%	0.7%
COc1cc(NC(=O)Cc2ccccc2)ccc1NC(=O)c1ccco1	10%	4%	51%	16%	6.4%
Cc1ccc(NC(=O)c2ncn(CCCN(CCCn3cnc(C(=O)Nc4ccc(C)c(C)c4)n3)Cc3ccc4[nH]ccc4c3)n2)cc1C	16%	.	.	.	i
Nc1cc(N)nc(SCC(=O)Nc2cccc(S(=O)(=O)N3CCCCC3)c2)n1	1%	.	1%	31%	2.0%
Cc1c(C(=O)c2ccccc2C(=O)O)sc2ccccc12	-9%	5%	-5%	-3%	1.0%
CCC(=O)Nc1ccc2c(c1)nc(CCN1CCC(C)CC1)n2C	17%	0%	3%	-12%	i
Cc1cccc(-c2noc(CCCC(=O)Nc3ccc(C(N)=O)cc3)n2)c1	3%	1%	3%	-5%	4.6%	inhibitors of VEEV 10K pilot screen=2.8
CCN1/C(=C/C(C)=C/c2sc3ccccc3[n+]2CC)Sc2ccccc21	5.7µM*	4.9µM*	?	?	i
Cc1ccccc1S(=O)Cc1ccc(C(=O)NC2CCN(Cc3ccccc3)CC2)o1 (centres undefined)	0%	-1%	-1%	15%	i
CCc1nc(NCCO)c(C#N)c2c1CCCC2	13%	-16%	-1%	-5%	1.4%
CCn1cc(C(=O)O)c(=O)c2cc(F)c(N3CCN(C(=S)NC(=O)c4c(OC)cccc4OC)CC3)cc21	2%	3%	67%	?	2.7%
FC(F)(F)c1cccc(Cc2noc(CN3CCC(c4ccncc4)CC3)n2)c1	2%	7%	6%	52%	0.1%
c1cncc(Oc2cccc(Oc3cccnc3)c2)c1	-5%	-12%	11%	35%	5.2%
O=C(/C=C/c1ccc2c(c1)OCO2)Nc1c(C(=O)O)[nH]c2ccccc12	8%	-4%	-4%	5%	0.6%
Cc1ccc(C(=O)N/C(=C/c2ccc(-c3cccc([N+](=O)[O-])c3)o2)C(=O)NC(C)(C)C)cc1	1%	-1%	37%	4%	8.4%
CCN(CC)C(=O)C(C)N(C#N)c1nc(Cl)nc(N(C)C)n1 (centres undefined)	-18%	6%	-3%	6%	0.7%
CC(C)(C)NC(=O)CSc1nc(-c2ccccc2)cc(=O)[nH]1	-1%	7%	-2%	-6%	1.4%
CCN(C(=O)N(CC)c1ccccc1)c1ccccc1	3%	.	-7%	17%	i
NC(=O)CSc1nc2cccnc2n1-c1ccc(F)cc1	4%	0%	-1%	0%	1.6%
COc1cccc(CNC(=O)C(C(=O)NCc2cccc(OC)c2)c2ncc(C(F)(F)F)cc2Cl)c1	3%	-3%	1%	4%	0.3%
Cc1ccc(OCCOC(=O)CN2C(=O)NC3(CCCC3)C2=O)cc1	11%	-10%	2%	2%	0.5%
COc1ccc(C2CC(C(F)(F)F)n3nc(C(=O)O)cc3N2)cc1 (centres undefined)	-12%	15%	27%	1%	9.0%
CS(=O)(=O)N(Cc1ccc(Cl)cc1)c1ccc(C(=O)NCCSc2ccccn2)cc1	7%	5%	15%	5%	0.6%
O=S1(=O)c2c(F)cccc2OC(COCc2ccccc2)CN1C1CCCC1 (centres undefined)	-23%	.	.	.	i
CCOc1ccc(C(=O)NCC(=O)OCc2ccc(F)cc2Cl)cc1	4%	-9%	-3%	4%	0.2%
CC(CCc1ccco1)N(C)S(=O)(=O)c1csc(C(N)=O)c1 (centres undefined)	10%	2%	3%	49%	i
O=C(NC1CCCCC1)N(C1=NCCCCC1)c1ccc(Br)cc1	-2%	-4%	2%	36%	i
CCOC(=O)c1ccc(CC(=O)c2ccc(O)cc2O)o1	-1%	1%	0%	-5%	1.7%
C=CCn1c(-c2ccc(OC)c(OC)c2)n[nH]c1=S	-7%	-5%	-1%	-14%	1.2%
O=C(O)c1ccc(-n2cccn2)nc1	-16%	-3%	2%	1%	0.4%
CS(=O)(=O)N(CC(=O)N1CCN(c2ccccc2)CC1)c1ccc(Cl)c(C(F)(F)F)c1	-3%	-13%	8%	15%	i

6 compounds already listed, ordered by count of non-hydrogen atoms, lowest first:
SMILES	H1N1 NS1A inhibition	Salmonella PhoP GFP	H37Rv inhibition	M. tuberculosis	inhibitors of VEEV	others
Nc1nnc(Cc2ccc(Cl)cc2)s1	0%	9%	6%	6%	0.8%
Cc1c(C(=O)c2ccccc2C(=O)O)sc2ccccc12	-9%	5%	-5%	-3%	1.0%
CC(C)(C)NC(=O)CSc1nc(-c2ccccc2)cc(=O)[nH]1	-1%	7%	-2%	-6%	1.4%
CCn1c(SCC(=O)NC(=O)NC(C)(C)C)nc2ccccc21	-5%	4%	-5%	3%	1.3%
FC(F)(F)c1cccc(Cc2noc(CN3CCC(c4ccncc4)CC3)n2)c1	2%	7%	6%	52%	0.1%
O=C(c1ccc(Cl)c(S(=O)(=O)N2CCCC2)c1)N1CCN(c2ccccc2F)CC1	-3%	-3%	0%	14%	1.2%

(list continues)
SMILES	H1N1 NS1A inhibition	Salmonella PhoP GFP	H37Rv inhibition	M. tuberculosis	inhibitors of VEEV	others
CCOC(=O)CSc1nc(C2CC2)nc2ccccc12	5%	-7%	-8%	53%	1.1%
COC(=O)[C@]1(CC(C)C)N[C@H](c2ccc(-c3ccc(C(C)=O)cc3)cc2)[C@@H]2C(=O)N(C)C(=O)[C@@H]21	6%	.	-8%	-6%	i
COc1ccc(CCN(C)CCc2ccc(OC)c(OC)c2)cc1OC	-9%	-5%	?	0%	i
CC(NC(=O)C1=CC=CN2CCS(=O)(=O)N=C12)c1ccc(Cl)c(Cl)c1 (centres undefined)	3%	.	0%	.	1.1%
Cc1ccc(NC(=S)NNC(=S)NC2CCCCC2)cc1	6%	-7%	7%	?	1.1%
CC(C)Oc1cccc(C(=O)C2CCCN(Cc3cccn3-c3cccnc3)C2)c1 (centres undefined)	0%	-12%	-8%	18%	2.5%
O=C(Nc1ccc(N2CCOCC2)c(Cl)c1)c1cccnc1	0%	-9%	2%	16%	1.9%
CCOc1cc(/C=C2\NC(=O)NC2=O)cc([N+](=O)[O-])c1O	1%	9%	-2%	9%	1.5%
Fc1ccc(Cn2nnnc2CN2CCC(n3nnc4cc(C(F)(F)F)ccc43)CC2)cc1	1%	1%	-2%	15%	2.9%
Cc1nn(CCC(=O)NNC(=S)Nc2ccc(F)cc2)c(C)c1Br	5%	2%	2%	-25%	0.4%
CCOc1ccc(/C=C/C(=O)Oc2ccc(OC)cc2)cc1	-10%	-2%	?	22%	1.4%
COc1ccc(S(=O)(=O)Nc2cc(S(=O)(=O)c3ccccc3)c(O)cc2C)cc1	-4%	6%	-2%	-10%	0.7%

Of the compounds above, these have an NH in an aromatic ring.
SMILES	H1N1 NS1A inhibition	Salmonella PhoP GFP	H37Rv inhibition	M. tuberculosis	inhibitors of VEEV	others
Cc1cc(=O)n2[nH]c(-c3cccnc3)nc2n1	.	0%	-9%	-2%	.
Cc1ccc(NC(=O)c2ncn(CCCN(CCCn3cnc(C(=O)Nc4ccc(C)c(C)c4)n3)Cc3ccc4[nH]ccc4c3)n2)cc1C	16%	.	.	.	i
O=C(/C=C/c1ccc2c(c1)OCO2)Nc1c(C(=O)O)[nH]c2ccccc12	8%	-4%	-4%	5%	0.6%
CC(C)(C)NC(=O)CSc1nc(-c2ccccc2)cc(=O)[nH]1	-1%	7%	-2%	-6%	1.4%
C=CCn1c(-c2ccc(OC)c(OC)c2)n[nH]c1=S	-7%	-5%	-1%	-14%	1.2%

Further records.
SMILES	H1N1 NS1A inhibition	Salmonella PhoP GFP	H37Rv inhibition	M. tuberculosis	inhibitors of VEEV	others
O=C(N/N=C/c1ccc(OCc2ccccc2)cc1)c1ccncc1	10%	9%	6%	71%	0.1%
CCc1ccc(-c2nnn(Cc3nn[nH]n3)n2)cc1	-8%	2%	-18%	-6%	i
N#Cc1c(N)c(C(=O)c2ccc(Cl)cc2)n2c1CCC2	-3%	6%	0%	1%	1.1%
Cc1occc1C(=O)NNC(=O)C1CCCCC1	-2%	-1%	-10%	3%	1.0%
COc1ccc(-n2c(O)c(C(C)=NCCc3c[nH]c4ccccc34)c(=O)[nH]c2=O)cc1	.	-12%	-5%	0%	i
Cc1ccc(C)c(C(=O)O/N=C(\N)c2ccc(Br)cc2)c1	-2%	7%	-13%	14%	1.9%
Cc1cc2nc3c(c(=O)n2[nH]1)CCCC3	-23%	-3%	7%	-5%	1.1%
Cc1nn(Cc2ccc(F)cc2)c(Cl)c1/C=N/NC(=O)c1ccccc1	6%	5%	2%	-15%	1.1%
CCn1c(=N)n(CC(O)COc2cccc(C)c2)c2ccccc21 (centres undefined)	6%	18%	10%	3%	i
O=C(O)CCCNc1c(C(=O)Nc2ccc(Cl)cc2)cc([N+](=O)[O-])cc1[N+](=O)[O-]	-1%	-3%	10%	45%	0.5%
CC(=O)c1ccc(OCCCC(=O)N2CCN(S(=O)(=O)c3ccc(C(C)C)cc3)CC2)cc1	-1%	6%	6%	9%	0.7%
COc1cccc(N2CCN(CC(=O)NC3=Nc4ccccc4N=C(C)C3c3ccccc3)CC2)c1 (centres undefined)	.	1%	-8%	0%	3.9%
Cc1cc(=O)oc2c3c(cc(OCC(=O)NCc4ccncc4)c12)OC(C)(C)CC3	-7%	8%	-8%	-1%	7.9%
COc1ccc(NC(=O)c2cc(-c3ccc4c(c3)OCO4)on2)cc1	8%	-31%	12%	1%	i
CCc1ccccc1NC(=O)CNC(=O)c1ccc(-n2cncn2)c([N+](=O)[O-])c1	-4%	-5%	-3%	-7%	3.2%

Screening results: PubChem, Southern Research Specialized Biocontainment Screening Center
